# SRC1 TRFRET art: flags TR-FRET format artefacts in PPARgamma SRC-1 recruitment agonist screen; TR-FRET detection artefact counter-screen, emission ratio; stronger effect = higher value; 99,000 tested, 0.34% active; AID 1051; TR-FRET ratio at 8 µM; in the data active = TR-FRET ratio above about 2300; also: inactives centre near 1800; reference of the scale not given here
# SRC3 TRFRET art: TR-FRET artefact, counter-screen to PPARgamma/SRC-3 agonist assay. PPARgamma/SRC-3 format; stronger effect = higher value. TR-FRET ratio at 8 µM. AID 1048. 99,000 tested, 0.39% active; in the data active = TR-FRET ratio above about 2000; also: inactives centre near 1600; reference of the scale not given here
# Numbers without * were called inactive.
SMILES,SRC1 TRFRET art,SRC3 TRFRET art
COc1ccccc1/C=C/C(=O)OCc1nc2ccccc2c(=O)[nH]1,1773,1595
COc1ccc(NC(=S)N2CCC(N(C)CCN3CCOCC3)CC2)cc1,1853,1720
C=C(C)c1cccc(C(C)(C)NC(=O)N2CCN(c3ccccc3OC)CC2)c1,1704,1503
O=C1NC(c2ccc(Cl)cc2)Nc2ccccc21 (centres undefined),1957,1569
CS(=O)(=O)N1CCC(C(=O)Nc2cccc([N+](=O)[O-])c2)CC1,2039,1569
Cc1cc(NC(=O)c2ccc3c(c2)OCCO3)no1,1757,1234
O=C(NCCN1CCc2ccccc2C1)Nc1ccc([N+](=O)[O-])cc1,1850,1783
CCC(C)NC(=S)NNC(=O)c1ccncc1 (centres undefined),1678,1536
COc1ccc(NC(=O)CSc2c3c(nc4cc(Cl)ccc24)CCCC3)cc1OC,1955,1721
COc1ccc(CC(=O)NC(C)c2nnc(SCCC(=O)Nc3ccccc3)n2C)cc1 (centres undefined),1603,1513
Cc1ccc(C)c(NC(=O)CSc2nnc(CSc3nc(C)cc(C)n3)n2Cc2ccco2)c1,1702,1721
Cc1cccc(NC(=O)NNC(=O)c2c(Cl)c(C)nn2C)c1,1899,1667
O=C(CSc1ncccn1)NC(=O)Nc1ccc2c(c1)OCCO2,2035,1468
Clc1ccc(CN2CCN(c3ccccc3)CC2)cn1,1851,1321
Cc1nc2ccc(NC(=O)c3ccc(N4C(=O)CCC4=O)cc3)cc2s1,1924,1783
Cc1nc(N2CCOCC2)c2c3c(sc2n1)CCC3,1824,1783
CCOc1cc(C2C(C(=O)O)c3cc(OCC)c(OCC)cc3C(=O)N2C)ccc1O (centres undefined),1857,1608
O=C(CCC1CCCN(C(=O)Cn2cnnn2)C1)NCc1ccc(F)c(F)c1 (centres undefined),1555,1581
O=C(Nc1nnc(C2CC2)s1)C1CC(=O)N(c2ccc3c(c2)OCCO3)C1 (centres undefined),1816,1393
CC1=CC(C2CC(=O)N(c3ccccc3C)C2=O)CC2C(=O)N(c3ccccc3C)C(=O)C12 (centres undefined),1579,1315
COc1ccc(CNC(=S)NCc2ccc(OC(C)C)cc2)cc1,1653,1368
O=C(COc1ccccc1C(=O)NCc1ccccn1)Nc1ccc(Br)cc1,1670,1540
CCC(=O)Nc1cccc(-n2nnnc2SCC(=O)c2ccc(C)c(C)c2)c1,1618,1529
Cc1cc(C)c2c(NC(=S)Nc3ccccc3)n[nH]c2n1,1858,1649
CC(O)CNc1nc2ccccc2n1CC(=O)NCC(F)(F)F (centres undefined),1712,1615
COc1ccc(C2CC2C(C)=O)cc1 (centres undefined),1837,1624
CCCCN1C(=O)/C(=C/C=C2/CC(C)(C)CN2C)SC1=S,1870,1405
COc1ccc(C(=O)C2CCCN(Cc3ccc(C#CCCO)cc3)C2)c(OC)c1 (centres undefined),1710,1563
Cc1ccc2sc(N(CCCN(C)C)C(=O)c3ccc(Br)s3)nc2c1C,1756,1441
CC(C)Oc1ccc(C(=O)Nc2ccc(N3CCCCC3)cc2)cc1,1806,1717
CC(=O)NC(CCS(C)(=O)=O)C(=O)Nc1ccc(Cl)c(Cl)c1 (centres undefined),1673,1594
O=C(COC(=O)/C=C/c1ccc(Cl)cc1)Nc1ccccc1,1773,1739
CCc1ccccc1NC(=O)CC1S/C(=N\c2nccs2)N(CC)C1=O (centres undefined),1693,1527
Cn1nc(C(=O)Oc2cc(=O)n(C)c3ccccc23)c2ccccc2c1=O,2097,1556
O=S(=O)(c1ccc(F)cc1)N1CCN(c2ccccn2)CC1,1781,1745
COCC(=O)N1CCC(Oc2ccc(C(=O)NCCc3ccncc3)cc2)CC1,1584,1428
C=CCN1CCc2nc(N)sc2CC1,1570,1476
CCCOc1ccc(S(=O)(=O)NNC(=O)c2cc3ccccc3o2)cc1,1689,1352
Cc1ccc(NC(Cc2cc(C)no2)c2ccccc2)cc1 (centres undefined),1577,1537
N#Cc1cccc(NC(=O)C2SC(=Nc3ccccc3)C(C(=O)N3CCOCC3)=C2N)c1 (centres undefined),1762,1573
COc1ccc(NC(=O)CSc2nnc3n2CCCCC3)cc1,1909,1400
COCCN(Cc1cc2cc(C)ccc2n2nnnc12)C(=S)Nc1cccc(C)c1,1880,1816
CNCCC1Sc2ccccc2Oc2ccccc21 (centres undefined),1799,1483
CCOC(=O)c1ccc(NC(=S)N(CCCN(CC)CC)Cc2ccco2)cc1,1993,1641
CCOc1ccc(-c2cc(N3C(=O)Nc4ccccc4N3O)n[nH]2)cc1,1640,1725
O=C(NNS(=O)(=O)c1ccccc1F)c1cccc(S(=O)(=O)N2CCOCC2)c1,1870,1525
S=C(Nc1ccccc1)Nc1nc2ccccc2n1CCOc1ccc(Cl)cc1,1675,1279
O=C(Cc1cccc(C(F)(F)F)c1)NCc1ccc(Cl)cc1Cl,1521,1268

# An excerpt from above in order of formula weight, smallest number first:
SMILES,SRC1 TRFRET art,SRC3 TRFRET art
C=CCN1CCc2nc(N)sc2CC1,1570,1476
CNCCC1Sc2ccccc2Oc2ccccc21 (centres undefined),1799,1483
O=C(COC(=O)/C=C/c1ccc(Cl)cc1)Nc1ccccc1,1773,1739
COc1ccc(NC(=O)CSc2nnc3n2CCCCC3)cc1,1909,1400
CCOc1ccc(-c2cc(N3C(=O)Nc4ccccc4N3O)n[nH]2)cc1,1640,1725
Cn1nc(C(=O)Oc2cc(=O)n(C)c3ccccc23)c2ccccc2c1=O,2097,1556
O=C(Cc1cccc(C(F)(F)F)c1)NCc1ccc(Cl)cc1Cl,1521,1268
CC(=O)NC(CCS(C)(=O)=O)C(=O)Nc1ccc(Cl)c(Cl)c1 (centres undefined),1673,1594
CCCOc1ccc(S(=O)(=O)NNC(=O)c2cc3ccccc3o2)cc1,1689,1352
CCc1ccccc1NC(=O)CC1S/C(=N\c2nccs2)N(CC)C1=O (centres undefined),1693,1527
COCC(=O)N1CCC(Oc2ccc(C(=O)NCCc3ccncc3)cc2)CC1,1584,1428
COCCN(Cc1cc2cc(C)ccc2n2nnnc12)C(=S)Nc1cccc(C)c1,1880,1816
S=C(Nc1ccccc1)Nc1nc2ccccc2n1CCOc1ccc(Cl)cc1,1675,1279
O=C(NNS(=O)(=O)c1ccccc1F)c1cccc(S(=O)(=O)N2CCOCC2)c1,1870,1525
N#Cc1cccc(NC(=O)C2SC(=Nc3ccccc3)C(C(=O)N3CCOCC3)=C2N)c1 (centres undefined),1762,1573

# (listing goes on)
SMILES,SRC1 TRFRET art,SRC3 TRFRET art
COc1ccc(C(C)=O)cc1CSc1nnc(Nc2ccccc2)s1,2023,1545
O=C(Nc1cccc2ccccc12)c1cnsn1,1917,1538
NS(=O)(=O)c1cnccc1Nc1ccc(Cl)cc1,2046,1760
COc1ccc(C(=O)Nc2ccccc2C(=O)NC(Cc2ccc(O)cc2)C(=O)NNC(=O)c2ccncc2)cc1 (centres undefined),1753,1433
Cn1c(CNC(=O)c2ccccc2F)nnc1SCC(=O)N1CCN(c2ccccc2)CC1,1791,1644
CC1=NN(c2ccccc2)C(=O)/C1=C\c1cc(C)n(-c2ccccc2)c1C,1777,1666
Cc1cccc2c1N(CCOc1ccccc1Cl)C(=O)C2=O,1911,1651
CC1CCCCN1C(=O)CSc1nc(-c2ccccc2)cn1N (centres undefined),1696,1574
COc1ccc2cc(/C(C)=N/NC(=O)c3cc(-c4cccnc4)nc4ccccc34)ccc2c1,1833,1492
COc1ccccc1CNC(=S)NC1CCCCC1,1467,1762
CCOC(=O)C1(Cc2ccccc2C(F)(F)F)CCN(C(=O)c2cc(C)n(C)n2)CC1,1609,1546
Cc1ccc(S(=O)(=O)N2CCOCC2)cc1N/N=C(\C#N)c1nc2ccccc2[nH]1,1795,1506
Cc1occc1C(=O)N/N=C/C=C/c1ccccc1[N+](=O)[O-],1420,1737
CC(C)CCn1c(COc2ccccc2)n[nH]c1=S,1614,1611
O=[N+]([O-])c1cc(Cl)ccc1N1CCCCC1,1753,1780
Cc1nnc(SCc2ccccn2)n(N)c1=O,1484,1250
Cn1cccc1C(C#N)c1cccc(F)c1C#N (centres undefined),1979,1523
CSc1ccccc1NC(=O)Cn1nnc(-c2ccc(S(C)(=O)=O)cc2)n1,2083,1525
c1cc2c(c(NCc3ccncc3)c1)CCCC2,1568,1509
C/C(=N\N=C1\NC(=O)C(Cc2ccccc2)S1)c1ccccc1 (centres undefined),1567,1522
Cc1cc(C)c2cc3c(N)c(C(=O)N4CCOCC4)sc3nc2c1,1929,1757
O=C(NCCCCCCOC1=NS(=O)(=O)c2ccccc21)C(=O)Nc1ccccc1,1730,1736
Cn1cc(Br)c(C(=O)Nc2c(F)c(F)c(F)c(F)c2F)n1,1665,1448
CCN(C)Cc1c(C(=O)N2CCc3ccccc3C2)nc2ccc(Cl)cn12,1717,1595
CCOC(=O)C1=NOC2C(=O)N(c3ccc(Cl)cc3Cl)C(=O)C12 (centres undefined),1567,1623
Cc1cccc(CC2CC(=O)N(c3nc4ccccc4s3)C2=O)c1 (centres undefined),1690,1583
Cc1cc(C)c(OCC(=O)Nc2cc(C(=O)O)cc(C(=O)O)c2)cc1C,1691,1492
CC(=O)N1CCN=C1SCc1ccccc1F,1770,1499
CCc1cc(=O)[nH]c(SCCC(F)=C(F)F)n1,1780,1499
COc1ccccc1N1CCN(C(=O)CN(C2CCCCC2)S(C)(=O)=O)CC1,1943,1375
Cc1ccc(-n2cc(CN3CCCN(C=O)CC3)c(-c3ccc(F)cc3)n2)cc1,1777,1348
O=C(C1=C[C@@H](c2ccccc2)C[C@@H](OCc2ccc(CO)cc2)O1)N1CCCCCCC1,1767,1584
COc1ccccc1NC(=S)N(c1ccccc1)C(C)C,1467,1570
COc1ccc([C@@H](C)NC(=O)CCc2nnc(-c3cc(C)on3)o2)cc1,1752,1613
COc1cccc(NC(=S)NCc2ccc3c(c2)cc(C)n3C)c1,2579*,2011
CC(=O)N(Cc1cccnc1)Cc1cc2ccccc2[nH]c1=O,1743,1249
CCc1ccc2nc(SCC(=O)NCC3CCCO3)c(C#N)cc2c1 (centres undefined),1867,1635
O=C(Nc1ccc(Cl)cc1C(=O)NCC1CCCO1)c1ccc(Cl)cc1Cl (centres undefined),1667,1616
CCC/C(=N\NC(=O)c1ccc(OC)c(OC)c1)c1ccccc1,1760,1347
CN(CC(=O)Nc1ccc(S(=O)(=O)N2CCCC2)cc1)CC(=O)Nc1cccc(F)c1,1906,1525
COc1cccc(-c2cc(=O)[nH][nH]2)c1,1796,1684
COc1ccc(NS(=O)(=O)c2cccc(NC(=O)c3ccc(S(=O)(=O)N4CCCCCC4)cc3)c2)cc1,1769,1517
O=C(NC(=S)NCCSc1ccccc1)c1cccnc1,1502,1488
CCOC(=O)C1CCCN(C(=O)c2ccc(Cn3c(=S)[nH]c4cc(C(=O)OC)ccc4c3=O)cc2)C1 (centres undefined),1751,1594
CC(C)(C)NC(=O)c1ccccc1NC(=O)C1CCCO1 (centres undefined),1879,1575
CCOc1cc(/C=N\NC(=O)CN2CCOCC2)ccc1OCc1ccc(F)cc1,1994,1604
O=C(CSc1ncnc2c1nnn2Cc1ccc(F)cc1)NC1CCCC1,1901,1712
Nc1nc(-c2ccccc2)c(-c2ccc([N+](=O)[O-])cc2)s1,1612,1352
COCCNC(=S)N(Cc1cc2cc(C)ccc2n2nnnc12)C1CCCC1,1583,1536
CC(C)Oc1ccc(C(CC(=O)O)n2cnnn2)cc1 (centres undefined),1599,1555
Cc1cccc(C)c1N(Cc1ccccc1F)S(C)(=O)=O,1951,1474
Cc1ccc(CNC(=O)Cc2noc3ccccc23)cc1,1821,1497
CC(=O)N1CCN(c2ccc(NC(=O)c3ccc4c(c3)OCCO4)cc2Cl)CC1,2078,1516
O=C(COC(=O)c1c(Cl)cccc1Cl)Nc1cc(Cl)ccc1Oc1ccccc1,1637,1415
COCCn1c(-c2ccc(Cl)cc2)nc2c(c(=O)c3ccccc3n2C)c1=O,1836,1466
CC(=O)N1CCC2(CC1)C/C(=N\NC(=S)Nc1ccc(C)cc1)c1cc(O)ccc1O2,2026,1538
COc1cccc(-n2c(SCC(=O)NCc3cccs3)nc3ccccc3c2=O)c1,1713,1405
CCOc1ccc(-c2ccc(/C=C3/C(=N)N4C=CSC4=NC3=O)o2)c([N+](=O)[O-])c1,1886,1705
CCOC(=O)c1ccc(NC(=S)N2CCN(CCNC3=CC(=O)CC(C)(C)C3)CC2)cc1,2153,1627
C/C(=N\NC(=S)NC1CCCCC1)c1ccc(OC(F)F)cc1OC(F)F,1790,1629

# Following part.
SMILES,SRC1 TRFRET art,SRC3 TRFRET art
CCOC(=O)C1C(c2ccccc2)C(C(=O)OCC)S(=O)(=O)C(CCN(CC)CC)S1(=O)=O (centres undefined),1779,1487
CCOC(=O)c1sc(N(Cc2ccccc2)C(=O)COC(=O)c2ccc(O)cc2)nc1C,1628,1558
COC(=O)Cn1c(=O)oc2ccc(C)cc21,1635,1464
O=S1(=O)N=C2CCCCCN2C(c2ccccc2)N1 (centres undefined),1895,1680
COc1ccc(OC)c(NC(=O)N2CCCC(C(=O)c3ccccc3OC)C2)c1 (centres undefined),1701,1631
O=C(CCNC(=O)c1ccccc1)Oc1ccc([N+](=O)[O-])cc1,1603,1642
NS(=O)(=O)c1ccc(NC=C2C(=O)OC3(CCCCC3)OC2=O)cc1,1831,1535
CC(C)CC(=O)Nc1c2c(nn1-c1ccc(F)cc1)CSC2,1883,1689
COc1ccc(NC(=O)CSc2nnc(N)s2)c([N+](=O)[O-])c1,1932,1537
Cc1ccc(SCC(=O)N=C2NC(=O)CS2)cc1,2149,1747
CC(O)CCc1ccc(O)cc1 (centres undefined),1748,1550
COc1ccc(/C=C/C(=O)c2ccccc2)cc1Cn1nnc2ccccc21,1783,1492
NNC(=O)c1oc2ccccc2c1-n1cccc1,1851,1456
COc1cccc(Oc2ccc3nnc(C(F)(F)F)n3n2)c1,1826,1598
O=C(O)/C(=C\c1cccs1)c1ccc(F)cc1,1762,1429
CC1=C(C)CC(C(=O)Nc2cccc([N+](=O)[O-])c2)C(C(=O)O)C1 (centres undefined),1638,1603
CC1CCN(c2ccccc2NC(=S)NC(=O)C(C)(C)C)CC1,1590,1370

# High-throughput results deposited in PubChem BioAssay by The Scripps Research Institute Molecular Screening Center.

# A portion of the library. The share of hits here may be higher or lower than overall.
